High-throughput results from PubChem BioAssay.
TDP1 cell CPT – qHTS for Inhibitors of human tyrosyl-DNA phosphodiesterase 1 (TDP1): qHTS in cells in presence of CPT; chicken DT40 Tdp1-/-;hTDP1 cells + 20 nM CPT, ATP luminescence, 48 h; Potency, µM (highest dose often 46.2 µM), without a hit: at the highest dose activity change, negative = growth inhibition, most hits filed as inhibitors; 12% of 420,000 active; AID 686979, 2013; further: nearly all actives have a fitted effect of over 55% in size
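Chicken DT40 Tdp1-/- cells stably complemented with human TDP1 were seeded at 400 cells/well in medium containing 20 nM camptothecin, exposed to pin-transferred compounds, and grown at 37 °C for at least 48 hr. Viability was read as ATP luminescence.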
DT40 TDP1 no CPT – qHTS for Inhibitors of human tyrosyl-DNA phosphodiesterase 1 (TDP1): qHTS in cells in absence of CPT | 15% of 420,000 active | DT40 Tdp1-/- hTDP1 cells, no CPT, ATP luminescence, 48 h | Potency, µM (doses to about 46.2 µM), inactives show top-dose activity change, negative = growth inhibition, actives largely listed as inhibitors; further: nearly all actives have a fitted effect of over 55% in size
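Cells were dispensed at 400 per well, compounds added by pin tool, plates incubated ≥48 hr at 37 °C, then CellTiter-Glo added for 30 min at room temperature before luminescence reading. Line: DT40 Tdp1-/- complemented with hTDP1; camptothecin omitted.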
KAT2A inh – qHTS Assay for Inhibitors of GCN5L2. 0.21% of 390,000 active. Histone acetyltransferase KAT2A (Homo sapiens), Q92830. AID 504327, 2011. GCN5L2 HAT assay, ThioGlo1 CoA-SH fluorescence. Potency, µM (highest dose often 58.9 µM), inactives show at the top dose activity change, negative = inhibition, actives largely listed as inhibitors
Target sequence (Q92830 whole entry, looked up): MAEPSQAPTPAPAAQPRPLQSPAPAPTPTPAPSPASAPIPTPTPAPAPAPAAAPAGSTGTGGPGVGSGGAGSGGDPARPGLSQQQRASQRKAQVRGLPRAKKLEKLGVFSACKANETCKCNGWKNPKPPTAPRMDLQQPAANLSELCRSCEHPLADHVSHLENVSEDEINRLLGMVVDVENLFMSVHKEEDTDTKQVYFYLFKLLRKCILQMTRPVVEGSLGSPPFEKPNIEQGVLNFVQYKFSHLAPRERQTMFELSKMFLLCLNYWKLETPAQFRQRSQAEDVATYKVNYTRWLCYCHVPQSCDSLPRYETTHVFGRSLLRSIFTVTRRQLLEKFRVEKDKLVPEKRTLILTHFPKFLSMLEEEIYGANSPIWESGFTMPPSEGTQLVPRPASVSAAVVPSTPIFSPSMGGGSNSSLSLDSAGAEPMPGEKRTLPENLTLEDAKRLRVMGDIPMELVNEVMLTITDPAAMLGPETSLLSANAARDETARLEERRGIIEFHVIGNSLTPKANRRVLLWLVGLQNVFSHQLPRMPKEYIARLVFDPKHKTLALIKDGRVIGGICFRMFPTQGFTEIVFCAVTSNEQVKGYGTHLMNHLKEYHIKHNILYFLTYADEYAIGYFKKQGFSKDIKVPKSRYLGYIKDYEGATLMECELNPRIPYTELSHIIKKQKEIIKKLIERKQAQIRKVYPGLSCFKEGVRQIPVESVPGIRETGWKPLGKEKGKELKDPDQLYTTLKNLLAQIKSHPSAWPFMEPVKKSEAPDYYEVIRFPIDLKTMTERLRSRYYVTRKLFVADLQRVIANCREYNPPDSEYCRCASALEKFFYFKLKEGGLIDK
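ThioGlo1-coupled HAT assay: 20nM GCN5L2, 70uM acetyl-CoA, 75uM H3(1-25) peptide, pH 7.5. Fluorescence read at 340/540nm at start and after 20 min at room temperature.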
Numbers without * were called inactive; & = joins results of further samples; [ ] = another dose, or the depositor's remark. The call rests on the fitted dose curve; in most records, active means well fitted curve in the direction sought with a large enough effect; inconclusive means small, poorly fitted or top-dose-only effect, or another doubt; inactive means no such curve, though single readings can be large; an effect the other way counts as inactive or inconclusive. On the % scale 0 is the no-effect control and ±100 the full control effect; potency means the concentration at half of the fitted maximal effect.

Preview (8 entries):
Cc1ccc(S(=O)(=O)N2C[C@H]3[C@H]4C(=O)N(c5ccccc5)C(=O)[C@H]4C[C@H](OC(=O)NC4CC4)[C@@]3(O)C2)cc1 was read as TDP1 cell CPT -3% and DT40 TDP1 no CPT -29%.
`CCN1CCN(c2c(C(=O)c3ccc(OC)cc3)cnc3ccccc23)CC1` gave TDP1 cell CPT -15%, DT40 TDP1 no CPT -18% and KAT2A inh -9%.
`Cc1ccc(C(=O)CCC(=O)CCC(=O)O)cc1` gave TDP1 cell CPT -4% and DT40 TDP1 no CPT -18%.
`O=C(CN(C(=O)CNC(=O)c1cccs1)c1ccc2c(c1)OCCO2)NC1CCCC1` gave TDP1 cell CPT 3%, DT40 TDP1 no CPT 9% and KAT2A inh -3%.
`Cc1ccc(Nc2c([N+](=O)[O-])c(=O)oc3ccccc23)cc1` gave TDP1 cell CPT inconclusive, DT40 TDP1 no CPT 12µM* and KAT2A inh -2%.
For OC(c1ccccc1)c1cccnc1 (configuration not stated) the results were TDP1 cell CPT -14%, DT40 TDP1 no CPT 7% and KAT2A inh -1%.
For Cc1cc(C)cc(-n2ccn(CC(=O)Nc3cc(C)ccc3C)c(=O)c2=O)c1 the results were TDP1 cell CPT -10%, DT40 TDP1 no CPT -3% and KAT2A inh -12%.
For CC1Cc2cc(/C(O)=C3/C(=O)C(=O)N(Cc4cccnc4)C3c3cccc(O)c3)ccc2O1 (configuration not stated) the results were TDP1 cell CPT 10%, DT40 TDP1 no CPT -8% and KAT2A inh -12%.

Main list, repeating the preview:
Cc1ccc(S(=O)(=O)N2C[C@H]3[C@H]4C(=O)N(c5ccccc5)C(=O)[C@H]4C[C@H](OC(=O)NC4CC4)[C@@]3(O)C2)cc1 was read as TDP1 cell CPT -3% and DT40 TDP1 no CPT -29%.
`CCN1CCN(c2c(C(=O)c3ccc(OC)cc3)cnc3ccccc23)CC1` gave TDP1 cell CPT -15%, DT40 TDP1 no CPT -18% and KAT2A inh -9%.
`Cc1ccc(C(=O)CCC(=O)CCC(=O)O)cc1` gave TDP1 cell CPT -4% and DT40 TDP1 no CPT -18%.
`O=C(CN(C(=O)CNC(=O)c1cccs1)c1ccc2c(c1)OCCO2)NC1CCCC1` gave TDP1 cell CPT 3%, DT40 TDP1 no CPT 9% and KAT2A inh -3%.
`Cc1ccc(Nc2c([N+](=O)[O-])c(=O)oc3ccccc23)cc1` gave TDP1 cell CPT inconclusive, DT40 TDP1 no CPT 12µM* and KAT2A inh -2%.
For OC(c1ccccc1)c1cccnc1 (configuration not stated) the results were TDP1 cell CPT -14%, DT40 TDP1 no CPT 7% and KAT2A inh -1%.
For Cc1cc(C)cc(-n2ccn(CC(=O)Nc3cc(C)ccc3C)c(=O)c2=O)c1 the results were TDP1 cell CPT -10%, DT40 TDP1 no CPT -3% and KAT2A inh -12%.
For CC1Cc2cc(/C(O)=C3/C(=O)C(=O)N(Cc4cccnc4)C3c3cccc(O)c3)ccc2O1 (configuration not stated) the results were TDP1 cell CPT 10%, DT40 TDP1 no CPT -8% and KAT2A inh -12%.
Screening CC1CCN(CCCOc2ccc(OCc3ccccc3)cc2)CC1 returned TDP1 cell CPT inconclusive, DT40 TDP1 no CPT inconclusive and KAT2A inh -6%.
Screening Cc1ccc(C(=O)N2CCc3ccccc32)o1 returned TDP1 cell CPT -17%, DT40 TDP1 no CPT 3.3µM* and KAT2A inh 14%.
Screening CCCCC1=CC2=C(c3ccco3)C(=O)C(C)(OC(=O)c3ccc(OC)cc3)C(=O)C2=CN1CCOC (configuration not stated) returned TDP1 cell CPT -26%, DT40 TDP1 no CPT -17% and KAT2A inh -4%.
For CC(C)(C)N(NC(=O)c1ccccc1)C(=O)c1ccc(C(=O)N(NC(=O)c2ccccc2)C(C)(C)C)cc1 the results were TDP1 cell CPT -16%, DT40 TDP1 no CPT -11% and KAT2A inh -3%.
Screening CCOc1ccccc1NC(=O)C(OC(=O)c1cnc(C)cn1)c1ccccc1 (configuration not stated) returned TDP1 cell CPT inconclusive and DT40 TDP1 no CPT inconclusive.
`COc1ccccc1CN1CC(C(=O)NCCSc2nnnn2C)CCC1=O` (configuration not stated) gave TDP1 cell CPT -6%, DT40 TDP1 no CPT 1% and KAT2A inh -5%.
`O=C(Cn1cc(SCc2c(F)cccc2Cl)c2ccccc21)N1CCCCC1` gave TDP1 cell CPT inconclusive, DT40 TDP1 no CPT inconclusive and KAT2A inh -15%.
CN(C)Cc1ccccc1-c1nccc(Nc2ccc(F)cc2)n1 was read as TDP1 cell CPT inconclusive, DT40 TDP1 no CPT inconclusive and KAT2A inh -19%.
Screening Cc1cc(C)c2c(CC(=O)Nc3ccc(S(=O)(=O)N4CCCCC4)cc3)coc2c1 returned TDP1 cell CPT 21µM*, DT40 TDP1 no CPT 10µM* and KAT2A inh -7%.
For Cc1c(C#N)c(N)nc2c3c(sc12)NC(=O)CC3c1ccc(Cl)cc1 (configuration not stated) the results were TDP1 cell CPT inconclusive, DT40 TDP1 no CPT inconclusive and KAT2A inh 2%.
For CS(=O)(=O)c1ccc(Cl)c(NC(=O)CN2CCN(C(=O)c3cccs3)CC2)c1 the results were TDP1 cell CPT -8%, DT40 TDP1 no CPT -18% and KAT2A inh -2%.
For O=C(C[C@@H]1C/C=C\C[C@@H](Cc2ccc(F)cc2)C(=O)OC[C@@H](Cc2ccccc2)NC1=O)N[C@H](CO)Cc1ccccc1 the results were TDP1 cell CPT inconclusive, DT40 TDP1 no CPT -23% and KAT2A inh -7%.
Screening COc1ccc2cc3c(N)nn(C(=O)C4CCC(C(C)(C)C)CC4)c3nc2c1 (configuration not stated) returned TDP1 cell CPT 9.2µM*, DT40 TDP1 no CPT 18µM* and KAT2A inh -2%.
`COc1cc(CNC2CCCCCC2)cc(OC)c1` gave TDP1 cell CPT -24%, DT40 TDP1 no CPT 5% and KAT2A inh -3%.
Screening COc1ccc(C2C=C(c3ccccc3)Nc3nc(NC(=O)/C=C/c4ccccc4)nn32)cc1 (configuration not stated) returned TDP1 cell CPT 9.2µM*, DT40 TDP1 no CPT 7.3µM* and KAT2A inh -2%.
Screening CC(Oc1ccc(F)cc1)C(=O)/C=C\N(C)C (configuration not stated) returned TDP1 cell CPT 0%, DT40 TDP1 no CPT -4% and KAT2A inh -10%.
For O=C(COC(=O)c1cccc(N2C(=O)C3CC=CCC3C2=O)c1)c1ccccc1 (configuration not stated) the results were TDP1 cell CPT -10%, DT40 TDP1 no CPT -6% and KAT2A inh -15%.
`Cc1cccc(NC(=O)c2cccc(OC(=S)N3CCOCC3)c2)c1C` gave TDP1 cell CPT -9%, DT40 TDP1 no CPT -18% and KAT2A inh -6%.
`COC(=O)[C@@]12CCCCN1[C@H](c1ccc(-c3ccc(C(C)=O)cc3)cc1)[C@@H]1C(=O)N(C)C(=O)[C@@H]12` gave TDP1 cell CPT 15µM*, DT40 TDP1 no CPT 23µM* and KAT2A inh -25%.
`COc1ccc(OC)c(Nc2cc3ccccc3c(=O)[nH]2)c1` gave TDP1 cell CPT 1.3µM* and DT40 TDP1 no CPT 1.8µM*.
`COc1ccc(N2CCN(CCNC(=O)Nc3ccc([N+](=O)[O-])cc3OC)CC2)cc1` gave TDP1 cell CPT 29µM*, DT40 TDP1 no CPT 23µM* and KAT2A inh -17%.
COc1ccc(CCn2nnnc2C(c2ccc(C)cc2)N2CCN(C)CC2)cc1OC (configuration not stated) was read as TDP1 cell CPT 2%, DT40 TDP1 no CPT -10% and KAT2A inh -3%.
Cc1ccc(C(=O)NC(=S)Nc2ccc(-c3cc4ccccc4oc3=O)cc2)c(C)c1 was read as TDP1 cell CPT inconclusive, DT40 TDP1 no CPT 23µM* and KAT2A inh 3%.
CCOC(=O)c1cc(-c2ccccc2)n(CC(=O)N(C)c2ccc(OC)cc2)c1C was read as TDP1 cell CPT inconclusive, DT40 TDP1 no CPT 23µM* and KAT2A inh 1%.
Screening CC(C)n1nnnc1SCC(=O)NNC(=O)C1CCCCC1 returned TDP1 cell CPT -20%, DT40 TDP1 no CPT 2% and KAT2A inh -2%.
`CCCCNC(=O)C1CC(=O)N(CCc2ccc(C)cc2)C1` (configuration not stated) gave TDP1 cell CPT 24%, DT40 TDP1 no CPT 1% and KAT2A inh -4%.
O=C(NCC1CCCO1)NC1CCCCC1 (configuration not stated) was read as TDP1 cell CPT 17%, DT40 TDP1 no CPT 1% and KAT2A inh 0%.
Screening CCOC(=O)c1cnc2ccc(C(=O)OC)cc2c1Nc1ccc2c(c1)OCCO2 returned TDP1 cell CPT inconclusive, DT40 TDP1 no CPT inconclusive and KAT2A inh -10%.
Screening CC(=NNc1ccccc1)C(C)=NNc1ccccc1 returned TDP1 cell CPT -5% and DT40 TDP1 no CPT -8%.
COc1cc(F)ccc1-c1csc(C(C)(NC(C)=O)c2ccccc2)n1 (configuration not stated) was read as TDP1 cell CPT 12µM* and DT40 TDP1 no CPT 5.2µM*.
For CC1(C(=O)O)CCN1C(=O)c1cccnc1Oc1ccccc1 (configuration not stated) the results were TDP1 cell CPT -24% and DT40 TDP1 no CPT 1%.
Cc1ccnc(NS(=O)(=O)c2ccc(NC(=O)c3ccc(S(=O)(=O)N4CCCC4)cc3)cc2)n1 was read as TDP1 cell CPT -2%, DT40 TDP1 no CPT 1% and KAT2A inh -13%.
For CC(C)(C)C(=O)CN1C(=O)NC2(CCOc3ccccc32)C1=O (configuration not stated) the results were TDP1 cell CPT -4%, DT40 TDP1 no CPT -4% and KAT2A inh -1%.
COC(=O)c1scc(-c2ccccc2)c1S(=O)(=O)Nc1ccc(C)c(Cl)c1 was read as TDP1 cell CPT inconclusive, DT40 TDP1 no CPT inconclusive and KAT2A inh -18%.
`COc1cccc(C(=O)NNC(=O)/C=C/c2ccccc2)c1` gave TDP1 cell CPT -5%, DT40 TDP1 no CPT 19% and KAT2A inh -31%.
Screening CCOc1ccc(/C=N/OCC(=O)NCc2cccs2)cc1 returned TDP1 cell CPT inconclusive, DT40 TDP1 no CPT inconclusive and KAT2A inh -6%.
`Cc1cccc(N2CCN(S(=O)(=O)c3ccc4oc(=O)c5ncn(C)c5c4c3)CC2C)c1` (configuration not stated) gave TDP1 cell CPT -11%, DT40 TDP1 no CPT 4% and KAT2A inh -6%.
Screening CCOC(=O)c1ccc(-c2c(C)cc3oc(=O)cc(-c4ccccc4)c3c2C)cc1 returned TDP1 cell CPT inconclusive, DT40 TDP1 no CPT inconclusive and KAT2A inh -12%&-17%.
CC(C)CNC(=S)NC(=O)c1ccc(Cl)cc1Cl was read as TDP1 cell CPT 13µM*, DT40 TDP1 no CPT inconclusive and KAT2A inh 2%.
`O=C(O)c1oc2ccccc2c1CN1CCN(c2ccccc2)CC1` gave TDP1 cell CPT -12%, DT40 TDP1 no CPT -1% and KAT2A inh -20%.
Screening CCCS(=O)(=O)NC(=O)C1(C)CCN(C(=O)c2c(C)noc2C)C1 (configuration not stated) returned TDP1 cell CPT -3% and DT40 TDP1 no CPT 0%.
For CCOc1ccc(CNC(=O)C2CCN(S(=O)(=O)c3cn(C)cn3)CC2)cc1OC the results were TDP1 cell CPT -15%, DT40 TDP1 no CPT -19% and KAT2A inh 25%.
O=C(CCc1ccccc1)NN1C(=O)C2C3C=CC(O3)C2C1=O (configuration not stated) was read as TDP1 cell CPT -5%, DT40 TDP1 no CPT -18% and KAT2A inh 4%.
`O=C(CSc1nc(C2CCCCC2)n(-c2ccccc2)n1)NCCN1C(=O)CSC1=O` gave TDP1 cell CPT -18%, DT40 TDP1 no CPT -27% and KAT2A inh -26%.
`CCOC(=O)C1CCCN(c2ncnc3c2cnn3-c2cccc(C)c2)C1` (configuration not stated) gave TDP1 cell CPT -12%, DT40 TDP1 no CPT -10% and KAT2A inh -3%.
Screening Cc1cc(Sc2nc(NC(C)(C)C)nc(N3CCOCC3)n2)nc(Cl)n1 returned TDP1 cell CPT 7%, DT40 TDP1 no CPT -5% and KAT2A inh 0%.
NS(=O)(=O)c1ccc(Nc2nc(-c3ccccc3)cs2)cc1 was read as TDP1 cell CPT -14%, DT40 TDP1 no CPT -17% and KAT2A inh -5%[0.501 µM].
Screening COc1ccc(CCNC(=O)c2c(O)c3cc(OC)c(OC)cc3[nH]c2=O)cc1OC returned TDP1 cell CPT 0% and DT40 TDP1 no CPT inconclusive.
Screening COc1ccccc1CCc1nnc(CCC(=O)NC(C)Cc2cccnc2)o1 (configuration not stated) returned TDP1 cell CPT -4%, DT40 TDP1 no CPT 24% and KAT2A inh -18%.
For CCOC(=O)c1cc(OC)c2cccc(CN3CCCC(C)(C(=O)NCCOC)C3)c2c1 (configuration not stated) the results were TDP1 cell CPT 9.2µM* and DT40 TDP1 no CPT 6.5µM*.
